Source: PubChem (several laboratories)
14-3-3 Bad inh: disrupts binding of bovine 14-3-3 zeta to phospho-Bad peptide | P63103 | TR-FRET 14-3-3zeta/Dy647-pBad peptide displacement, 1 h | inhibition, % at 21.7 µM | 0.71% of 220,000 active | AID 781;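 active = inhibition above about 70%, limit read from the data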;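 also: 0% = full 14-3-3 plus peptide FRET controls and 100% = background without 14-3-3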
TbHK1 inh: blocks Trypanosoma brucei hexokinase 1 activity | recombinant TbHK1, G6PDH-coupled NADH A340 | inhibition, % at 10 µM | 0.11% of 220,000 active;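 active = inhibition of 50% or more in the single-dose primary screen; inactive = inhibition below 50%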
Runt-CBFb FRET: blocks binding of human RUNX1 Runt domain to CBFb. 0.46% of 220,000 active. AID 1496. Cerulean-Runt/Venus-CBFb FRET ratio 530/480, 1 h. inhibition, % at 20 µM;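 active = inhibition over about 50% at 20 µM in the single-dose screen, limit read from the data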;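 also: 0% = DMSO wells and 100% = excess unlabeled CBFb competitor control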
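Assay system: Cerulean-Runt domain / Medium: Tris 50 mM pH 7.5, KCl, K2SO4, 0.01% BSA / Timing: protein complex preformed 1 h, compound exposure 1 h, room temperature, dark / Measured by: FRET, excitation 422 nm, emission at 530 and 480 nm / Evaluation: loss of energy transfer signal / Control set: 5 µM unlabeled CBFb as full-inhibition high control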
MDM2 E3 inh: inhibitors of human Mdm2 E3 ubiquitin ligase. signal enhancement, % at 5 µM. Q00987. 0.11% of 210,000 active. cell-based MDM2 ubiquitination luciferase reporter, 2 h; 0 = plate control, 100 = twice control, blank-subtracted. AID 1230;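 active = signal enhancement of 30% or more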;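 also: luminescence tracks abundance of the self-degrading MDM2-luciferase fusion protein; higher signal means inhibition of MDM2 E3 ligase activity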
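Test system: stable mammalian line carrying autodegrading MDM2–luciferase fusion reporter; quantity: 2000 cells in each well; times: 4 h cell settling then 2 h compound exposure, 37 °C; detection: luminescence with SteadyLite reagent, 15 min at room temperature; evaluation: percent signal gain over controls, blank-subtracted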
Runt-SMMHC FRET: blocks binding of human RUNX1 Runt domain to CBFb-SMMHC; Q01196+Q13951; 0.74% of 220,000 active; inhibition, % at 20 µM; Cerulean-Runt/Venus-CBFb-SMMHC FRET ratio 530/480, 1 h;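 active = mean inhibition across duplicate retests at 20 µM reaching about 50%, limit read from the data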;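 also: 0% = DMSO wells and 100% = wells with excess untagged CBFb-SMMHC; inhibitors lower the FRET ratio by blocking Runt binding to CBFb-SMMHC; some results filed as inactive read as strong as hits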
L929 necroptosis: blocks zVAD induced death of L929 cells; AID 1377; viability rescue, % at 10 µM; 0.38% of 220,000 active; L929 zVAD necroptosis rescue, ATP luminescence, 24 h; with zVAD 60 µM;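 active = activation, scaled between plate controls, above about 75%, limit read from the data; inactive = activation under that limit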;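 also: 0% = zVAD with DMSO and 100% = DMSO alone without zVAD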
EBV gp42 block: blocks Epstein-Barr virus glycoprotein 42 binding; Fluorescence polarization binding assay, mP read-out; inhibition, % (tested at 21.74 µM); 0.42% of 220,000 active; AID 1085; in the data active = inhibition above about 50%
NCF1 inh: blocks human p47phox regulatory protein of NADPH oxidases; P14598; p47phox/p22phox peptide binding, fluorescence polarization, 2 h; inhibition, % at 24.7 µM; 0.53% of 220,000 active; AID 1274;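 active = inhibition above about 30%, limit read from the data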;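 also: 0% = p47phox with labelled peptide and 100% = labelled peptide alone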
Target sequence (P14598 whole entry, looked up): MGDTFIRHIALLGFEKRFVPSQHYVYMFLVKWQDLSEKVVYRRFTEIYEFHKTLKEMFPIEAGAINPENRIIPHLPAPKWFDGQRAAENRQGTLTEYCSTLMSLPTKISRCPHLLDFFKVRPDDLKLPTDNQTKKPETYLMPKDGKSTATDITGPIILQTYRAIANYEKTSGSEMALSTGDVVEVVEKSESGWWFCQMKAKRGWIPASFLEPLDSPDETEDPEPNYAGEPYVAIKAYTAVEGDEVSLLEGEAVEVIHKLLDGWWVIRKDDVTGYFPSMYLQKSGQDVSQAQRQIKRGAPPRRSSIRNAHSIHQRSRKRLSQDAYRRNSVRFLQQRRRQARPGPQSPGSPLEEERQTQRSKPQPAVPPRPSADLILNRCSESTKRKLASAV
Hck-Nef inh: inhibitors of human Hck kinase activated by Nef | inhibition, % at 20 µM | P08631 | 0.68% of 220,000 active | Recombinant Hck-YEEI plus Nef, Z-Lyte FRET kinase assay | AID 463187;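 active = Hck-Nef kinase inhibition above about 50%, limit read from the data; inactive = inhibition below that limit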;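 also: 0% = DMSO with Hck plus Nef and 100% = Hck alone without Nef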
Target sequence (P08631 whole entry, looked up): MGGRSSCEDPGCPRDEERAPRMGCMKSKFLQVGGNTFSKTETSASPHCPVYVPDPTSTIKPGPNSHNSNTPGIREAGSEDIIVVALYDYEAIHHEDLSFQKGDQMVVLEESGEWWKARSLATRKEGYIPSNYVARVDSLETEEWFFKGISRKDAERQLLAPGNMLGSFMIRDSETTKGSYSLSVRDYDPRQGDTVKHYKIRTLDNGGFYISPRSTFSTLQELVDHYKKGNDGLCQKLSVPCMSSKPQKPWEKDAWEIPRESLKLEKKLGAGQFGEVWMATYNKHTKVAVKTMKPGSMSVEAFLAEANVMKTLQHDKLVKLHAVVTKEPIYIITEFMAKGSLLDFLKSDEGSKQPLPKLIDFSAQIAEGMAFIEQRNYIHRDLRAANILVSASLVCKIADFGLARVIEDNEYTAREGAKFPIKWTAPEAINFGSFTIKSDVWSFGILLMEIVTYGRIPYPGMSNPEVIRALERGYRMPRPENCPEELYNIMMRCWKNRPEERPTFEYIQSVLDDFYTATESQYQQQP
An asterisk follows results filed as active; . = not tested or not shown; [ ] = another dose, or the depositor's remark.

SMILES	14-3-3 Bad inh	TbHK1 inh	Runt-CBFb FRET	MDM2 E3 inh	Runt-SMMHC FRET	L929 necroptosis	EBV gp42 block	NCF1 inh	Hck-Nef inh
COC(=O)Nc1ccc(S(=O)(=O)N2CCC(C(=O)N3CCCCC3C)CC2)cc1 (centres undefined)	-5.5	1.5	-0.8	2.2	1.2	3.4	-6.5	6.9	4.3
S=c1[nH]nc(CSCCOc2ccccc2)o1	-4.4	-12.2	4.0	-1.0	-3.4	1.1	-17.6	1.0	-3.3
Cc1ccccc1-c1noc(C2CCCCC2)n1	1.7	-7.2	2.0	-20.8	-2.6	1.2	-3.0	-7.4	5.5
O=C(COc1ccc2c(c1)OCO2)Nc1ccc2c(c1)oc1ccccc12	19.5[fluorescence artefact?]	10.1	2.5	10.9	-2.3	0.8	-2.2	3.0	14.9
CCn1cc(CNCc2cn(C)nc2-c2ccc(C3CCCCC3)cc2)cn1	-7.2	-1.5	-2.1	-9.1	-0.3	23.9	-2.0	-6.6	8.9
COc1cc(N2C(=O)CC3(CCCC3)CC2=O)cc(OC)c1OC	-6.1	-11.8	-1.8	-18.5	-0.7	-0.5	-4.5	-13.5	17.5
CC1CN(CC(=O)Nc2ccc([N+](=O)[O-])cc2Br)CC(C)O1 (centres undefined)	-4.3	-4.2	-1.3	0.8	0.3	1.0	-10.5	-4.1	14.1
Cc1ccc(C23CC4CC(CC(NC(=O)NCCN(C)C)(C4)C2)C3)cc1	9.7	-0.6	3.8	-13.2	-5.8	-0.5	-2.8	6.3	-17.0
COc1ccccc1-c1noc(CCCC(=O)Nc2ccc(C(N)=O)cc2)n1	4.6	-5.3	0.9	-21.0	-6.1	2.1	-14.2	-11.6	8.5
CCOc1ccc(/C(O)=C2\C(=O)C(=O)N(CCOCCO)C2c2ccccc2OC)cc1 (centres undefined)	56.8	-20.3	-4.4	-11.3	-7.1	0.2	-11.6	0.0	-0.1
COc1ccc(N=C2S/C(=C\c3ccc(N4CCOCC4)o3)C(=O)N2CCc2c[nH]c3ccccc23)cc1	-5.4	-13.8	24.8	-5.6	21.7	35.2	14.5	-69.7	1.9
COc1ccc(/C(C)=N/NC(=O)c2nc(C)cc(C)n2)cc1	19.6	-27.4	2.6	-18.1	1.0	-0.3	-9.4	-1.1	0.7
CS(=O)(=O)N(CC(=O)N1CCCC1)c1cccc(Cl)c1	6.5[fluorescence artefact?]	-0.1	0.1	0.1	-0.5	1.5	-10.5	-5.2	-4.0
O=C(COc1ncnc2cc([N+](=O)[O-])ccc12)N(CCc1ccccc1)Cc1ccccc1	-13.3[fluorescence artefact?]	3.5	-2.5	-10.2	-5.1	0.8	-29.0	-39.6	-0.8
COc1cc(C)nc(NC(=S)N(C)C(=O)c2ccccc2)n1	6.5	-7.9	-4.8	-10.4	-0.6	1.1	-8.3	-7.0	11.0

Continued, starting with the last 2 of the part before.
SMILES	14-3-3 Bad inh	TbHK1 inh	Runt-CBFb FRET	MDM2 E3 inh	Runt-SMMHC FRET	L929 necroptosis	EBV gp42 block	NCF1 inh	Hck-Nef inh
O=C(COc1ncnc2cc([N+](=O)[O-])ccc12)N(CCc1ccccc1)Cc1ccccc1	-13.3[fluorescence artefact?]	3.5	-2.5	-10.2	-5.1	0.8	-29.0	-39.6	-0.8
COc1cc(C)nc(NC(=S)N(C)C(=O)c2ccccc2)n1	6.5	-7.9	-4.8	-10.4	-0.6	1.1	-8.3	-7.0	11.0
CCCNC(=O)C1CC(=O)N(c2ccc(OCC)cc2)C1 (centres undefined)	7.4	11.9	-0.2	-91.4	2.0	-0.3	-15.1	0.8	12.8
C/C(=C\c1ccco1)C1C(C#N)=C(N)Oc2n[nH]c(-c3ccccc3)c21 (centres undefined)	-14.6[fluorescence artefact?]	-3.7	3.2	-19.2	-5.1	0.0	31.8	-17.3	1.1
CCCCCN(C(=O)NC(=O)NCCCC)S(C)(=O)=O	8.9[fluorescence artefact?]	7.1	-0.1	6.4	3.4	0.2	-8.4	-5.4	1.2
CCn1nc([N+](=O)[O-])c(C(C#N)c2nc3cc(C(F)(F)F)ccc3s2)c(Cl)c1=O (centres undefined)	.	-13.3	-8.2	-19.1	-10.2	0.0	-2.8	-29.2	3.2
Cc1cc(=O)[nH]c(N/N=C/CCc2ccccc2)n1	-15.2	0.1	2.9	-2.5	1.6	1.0	-7.0	0.5	22.4
COc1cccc(C(=O)Nc2ccncc2)c1	-14.0	5.7	-0.8	1.1	1.6	-0.3	-5.9	-1.5	21.8
OC(c1cc(-c2ccc(C(F)(F)F)cc2)nc(C(F)(F)F)c1)C1CCCCN1 (centres undefined)	4.0	15.9	-3.1	-6.0	-0.5	-3.6	2.5	-9.6	-1.6
CCOc1ncccc1C(=O)OCc1ccc(C(=O)OC)cc1	-3.8[fluorescence artefact?]	-2.7	-1.0	-9.2	-2.7	3.1	9.2	-6.1	1.3
COc1ccc(/C=C/C(=O)c2c(O)ccc3c(C)cc(=O)oc23)cc1	-14.7[fluorescence artefact?]	-36.8	-9.1	-10.3	-0.7	-0.8	2.5	13.5	6.0
COc1cc(NC(=S)NCCCN2CCOCC2)cc(OC)c1OC	-2.6	7.1	1.6	-6.5	-2.4	-0.3	10.6	3.8	-3.6
CS(=O)(=O)NCCCCNc1ccc(C(F)(F)F)cc1[N+](=O)[O-]	-4.2	-2.5	-5.8	.	-3.3	-0.1	-0.6	-8.2	8.2
O=C(NCCn1cccc1)c1cccc2ccccc12	-3.4	-1.8	1.9	0.3	1.3	0.5	-17.8	-17.2	1.1
COC(=O)c1c(NC(=O)CSc2nncs2)sc2c1CCCCC2	-6.4	8.4	-4.4	-31.0	2.1	-0.5	-10.5	-27.9	0.5
O=C(Nc1ccccc1)c1ccc(-c2ccccc2)s1	-5.7	10.3	2.0	-25.7	0.2	1.5	0.5	-10.1	-20.9
Cc1[nH]n(-c2ccccc2)c(=O)c1C(C[N+](=O)[O-])c1ccc(Cl)cc1 (centres undefined)	-14.1[fluorescence artefact?]	-2.9	5.1	-1.4	2.7	-0.7	-18.1	-7.3	5.5
COc1ccc(/C=C2/Sc3ccc(C(=O)N4CCc5ccccc5C4)cc3NC2=O)cc1	-15.3	22.6	-10.8	-5.1	-13.1	1.4	-73.6	-80.7	3.0
O=C(Nc1cccnc1)c1cc(-c2ccccc2O)on1	5.2	-12.2	7.8	-16.5	-6.3	-0.9	-35.3	-7.6	13.6
Cc1ccccc1NC(=O)NC(C)(C)CC(C)(C)C	-9.4	-4.0	-0.1	-5.4	-0.9	21.9	-11.8	-8.1	18.8
COC(=O)[C@H](C)NC(=O)NCc1ccccc1F	4.8	1.9	0.8	-17.6	-2.3	1.5	-18.1	-7.7	3.8
O=C(CCCOc1ccc(Cl)cc1Cl)Nc1ncccn1	-12.3	-8.4	-1.6	-4.5	3.8	0.3	-2.0	-1.9	19.3
COC(=O)C(Cc1c[nH]c2ccccc12)NC(=O)c1cccs1 (centres undefined)	-5.6	-7.9	-0.1	-7.0	-0.3	0.9	-3.4	-2.9	4.4
COc1cc(Cl)c(S(=O)(=O)NCc2ccccn2)cc1Cl	-6.0[fluorescence artefact?]	-0.4	1.7	-11.1	-0.6	-0.1	-3.9	3.4	1.1
Cc1cc(C)c(C(CC(=O)c2cccs2)C(C#N)C#N)c(C)c1 (centres undefined)	1.0[fluorescence artefact?]	35.8	-4.3	5.9	-0.1	0.2	4.6	-14.0	4.3
CNC(=S)N1N=C(c2ccc(Br)cc2)CC1c1ccc(OC)cc1 (centres undefined)	-12.9	15.1	2.1	3.2	4.9	0.4	-10.7	-5.2	7.9
O=C(CSc1ccc2nnc(-c3ccccn3)n2n1)NCC1CCCO1 (centres undefined)	2.2	-11.4	2.3	-6.2	-2.7	0.7	-1.3	4.3	2.0
N#C/C(=C\c1cc(Cl)c(OCc2ccc(Cl)cc2)c(Cl)c1)C(N)=O	4.0	-8.5	2.7	.	3.5	-1.2	-13.8	-6.1	34.8
COC(=O)C1=C(C)N(CCCC(=O)O)C(=O)NC1c1cccs1 (centres undefined)	-4.2[fluorescence artefact?]	-2.8	-0.9	.	-2.4	4.4	-19.9	-11.6	-7.2
O=C(O)c1ccc(CSc2nnc(-c3ccccc3)n2-c2ccccc2)cc1	7.0	3.4	1.0	23.1	0.2	1.2	7.1	1.6	-1.7
Cc1ccc(/C=C/C(=O)Nc2ccccc2C(N)=O)cc1	4.6	-9.6	-2.0	-34.1	1.9	0.6	-6.0	-0.2	4.1
NC(=O)C(c1ccc(Cl)cc1Cl)c1ncc(C(F)(F)F)cc1Cl (centres undefined)	3.8	1.4	-1.7	6.7	0.6	-0.3	-12.5	-8.6	-1.9

Three entries from above, ordered by the number in NCF1 inh, high to low.
SMILES,NCF1 inh
O=C(CSc1ccc2nnc(-c3ccccn3)n2n1)NCC1CCCO1 (centres undefined),4.3
N#C/C(=C\c1cc(Cl)c(OCc2ccc(Cl)cc2)c(Cl)c1)C(N)=O,-6.1
Cc1ccccc1NC(=O)NC(C)(C)CC(C)(C)C,-8.1

(list continues)
SMILES	14-3-3 Bad inh	TbHK1 inh	Runt-CBFb FRET	MDM2 E3 inh	Runt-SMMHC FRET	L929 necroptosis	EBV gp42 block	NCF1 inh	Hck-Nef inh
Cc1ccc(C(=O)c2c[nH]c(C(=O)NCCCN3CCOCC3)c2)cc1	-0.4	-3.2	-1.4	-15.8	-1.9	1.1	-6.8	-6.0	-0.4
COc1ccc(/C=C/CN2CCCC(C(=O)c3ccc(OC)c(F)c3)C2)cc1 (centres undefined)	6.7	-5.8	-0.3	-19.1	0.8	1.1	8.0	-20.0	4.1
CCOC(=O)N1CCC(NC(=O)c2cc3cc4cc(OC)ccc4nc3o2)CC1	2.6[fluorescence artefact?]	-17.2	-4.5	-23.1	2.3	3.8	10.7	15.7	2.3
CCOC(=O)c1sc(NC(=O)CSc2nc(C)cc(C)n2)c(C#N)c1C	7.5	-2.7	-3.8	-5.0	0.8	0.3	-15.4	-19.1	1.2
CN(C)CCNC(=O)NC1CCCCC1	-1.1	-0.3	-0.6	-3.6	-1.6	1.7	-15.5	-3.2	2.4
COc1ccccc1C(=O)Oc1ccc(N2C(=O)CCC2=O)cc1	-7.4	-2.1	-0.7	-5.9	-4.6	0.0	-10.4	-1.6	1.5
CCOc1ccc(NC(=O)CC2C(=O)NCCN2C(=O)c2ccc(Cl)cc2)cc1 (centres undefined)	-4.5	-4.4	0.1	1.7	3.2	0.1	2.8	-48.3	22.5
CCn1c(SCC(=O)N2CCN(c3ccc(Cl)cc3)CC2)nc2ccccc2c1=O	12.5[fluorescence artefact?]	2.9	-23.2	5.1	-9.6	-0.2	-40.6	-11.9	0.7
CCc1cc2cc(C)cc(C)c2nc1Cl	2.0	-2.9	1.1	-14.2	-2.6	1.5	-0.7	-1.9	15.6
CC(NC(=S)Nc1cccc(F)c1)C(c1cccs1)N1CCOCC1 (centres undefined)	1.1	-0.5	1.1	-6.3	1.7	0.6	-5.4	-11.0	23.4
O=C(C1=C[C@@H](c2ccc(C(F)(F)F)cc2)C[C@@H](OCCCCO)O1)N1CCN(Cc2ccc3c(c2)OCO3)CC1	-6.1	-4.2	1.5	.	-6.0	0.8	-2.3	-7.7	0.7
COc1ccc(/C=C/C(=O)NC(=S)NCc2ccccc2)cc1OC	-0.5	-32.3	-0.3	-6.0	-3.5	0.1	-7.0	-11.8	8.4
